Assay outcomes (PubChem BioAssay)
PAX8 reporter: inhibitors of PAX8-driven TPO luciferase reporter, primary screen, RMG-I cells, single concentration | SteadyGlo, 24 h | inhibition, % at 12.6 µM | 360,000 compounds, 1.2% hits;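 active = mean replicate inhibition at least 60% with every replicate also reaching 60%; inconclusive = only one of the two criteria is met; inactive = mean below 60% and not all replicates reaching 60%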;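 also: luciferase light reporting Pax8 driven TPO promoter activity; plate controls were median of neutral control wells for no effect and mitoxantrone controls for full effect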
F508del corr: F508del CFTR correction, initial screen, CFBE line, single point. CFBE cells, YFP halide quenching; stimulated with forskolin plus potentiator P3; % fluorescence drop versus neutral controls. activity (quench increase), % at 7.58 µM. 350,000 compounds, 0.36% hits. AID 720511, 2013;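 active = mean added fluorescence quench of at least 8% versus neutral control, with both replicates also reaching 8%; inconclusive = only one of the mean or replicate conditions met; inactive = mean below 8% and not both replicates reaching 8%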;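 also: cells transiently co-express mutant CFTR-F508del with the halide-sensitive YFP; corrector assay measuring rescue of mutant channel to the surface after 24 h compound exposure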
FN deposition inh: inhibitors of fibronectin matrix deposition, primary screen, AH1F cells, Alexa488-fibronectin fluorescence, plate reader | 350,000 compounds, 0.086% hits | AH1F fibroblasts, overnight | inhibition, % at 12.6 µM | AID 743247, 2014;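 active = mean inhibition across replicates of 30% or more, regardless of how many single replicates reach that level; inconclusive = mean under 30% yet at least half of replicates reach 30%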;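 also: positive control wells lacked labelled fibronectin entirely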
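Material: AH1F fibroblast monolayer depositing Alexa488-labelled fibronectin into matrix | Input: 10000 AH1F cells/well | Medium: DMEM plus 2% serum, read in PBS | Reagent: Alexa488-fibronectin, 24 nM final in well | Compound dosing: One dose per compound, pinned | Schedule: 1 h adhesion, overnight exposure | Measured by: Fluorescence at 485 nm excitation, 525 nm emission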
EWS-Fli inh: EWS/Fli-driven NR0B1 reporter inhibitors, primary screen, A673 cells, NR0B1 luciferase, luminescence, MLPCN library | viability-normalised | inhibition, % at 12.6 µM | 350,000 compounds, 0.67% hits;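 active = mean inhibition of at least 50% after viability correction, with every replicate also passing that limit; inconclusive = mean reaches 50% but only one of two replicates passes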;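 also: firefly luciferase signal divided by Alamar Blue viability fluorescence both relative to DMSO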
miR-122 sensor: miR-122 Renilla sensor signal increase in Huh7, primary screen, miR-122 inhibitor project, cell-based, single point, plate reader. Huh7 miR-122 Renilla luciferase sensor, 48 h; neutral wells = 0, positive control = 100. activation (reporter increase), % at 12.5 µM. 340,000 compounds, 0.3% hits. AID 602342, 2012;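 active = mean replicate activation score at least 90 and every replicate individually at or above 90; inconclusive = only one of the two criteria met; inactive = neither criterion met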;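 also: higher luciferase means less miR-122 activity so hits act as miR-122 inhibitors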
DENV2 CPE: inhibitors of DENV2 cytopathic effect, primary screen, cell-based, plate reader, single concentration | DENV2-infected cells, cytopathic effect rescue | CPE inhibition, % at 9.99 µM | 350,000 compounds, 1.7% hits; in the data active = CPE inhibition above about 20%, passing the limit was not always enough; inconclusive = no clear call, values can overlap the other calls; tested in BHK-21 cells;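 also: 0% = median of neutral control wells and 100% = median of positive control wells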
INS-1E GSIS act: GLuc luminescence reporter in INS-1E cells, primary screen for activators of glucose-dependent secretion of insulin; INS-1E GLuc reporter insulin secretion, 2-3 h; activation, % at 16.6 µM; 370,000 compounds, 0.61% hits;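 active = lowest replicate activation of at least 40%, so every replicate reaches that level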;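 also: 0% = median of neutral control wells and 100% = median of IBMX positive control wells; some compounds called inactive have numbers as strong as hits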
* = called active by the depositor; ? = inconclusive; nt = not tested or not shown; [ ] = dose if it differs, or a comment. Rows were taken by chance. Share with any hit: about 3.9%.

SMILES	PAX8 reporter	F508del corr	FN deposition inh	EWS-Fli inh	miR-122 sensor	DENV2 CPE	INS-1E GSIS act
CCCn1nnnc1NCc1cccc(OC)c1OCC	12	-4.1	6	6	1	3	-2
CCN(Cc1ccccc1)C(=O)c1ccc(CS(=O)c2ccccc2C)o1 (centres undefined)	6	2.0	1	nt	-5	5	17
O=C(NCCS(=O)(=O)N1CCN(c2ccccc2)CC1)c1cccc(F)c1	-1	1.7	0	3	nt	0	9
O=C(O)c1cnn(-c2nc(-c3ccc(Br)cc3)cs2)c1C(F)(F)F	-101	1.4	1	-82	-5	5	-12
N/C(=N/OC(=O)c1ccccc1F)c1nonc1N	-22	-0.5	-10	-9	nt	2	-3
Nc1ccc2oc(-c3ccccc3Cl)cc(=O)c2c1O	-165	0.4	13	-108	13	105*	nt
Cc1cc[n+]2n1CC(O)C2 (centres undefined)	-24	-1.7	-9	-2	4	4	-5
CCOC(=O)COc1c(Cl)cc(/C=C2\N=C(C)OC2=O)cc1OC	-4	-1.9	3	13	4	1	-1
NC(=O)c1ncn([C@@H]2O[C@H](CNCc3cccc4c3sc3ccccc34)[C@@H](O)[C@H]2O)n1	-17	0.3	1	-1	-11	-1	6
CN(Cc1cccc(Cl)c1)C(=O)C1CCC(=O)N(C2CC2)C1 (centres undefined)	-23	-3.9	-2	nt	1	5	5
CCCCCCC(C)NC(=S)Nc1cc(S(=O)(=O)N(C)C)ccc1C (centres undefined)	10	nt	nt	nt	5	nt	-22
COc1ccc(/C=C(\NC(=O)c2ccc(C)cc2)C(=O)NCCCn2ccnc2)cc1OC	-20	0.7	1	0	12	4	9
CCCNC(=O)CSc1nc(-c2cccs2)cc(C(F)(F)F)n1	20	nt	-2	nt	2	nt	nt
CCCC(C(=O)NNC(=O)c1cc(C)oc1C)c1ccccc1 (centres undefined)	-8	1.3	1	7	nt	-4	-9
C[C@@H]1CN([C@@H](C)CO)C(=O)c2cc(NC(=O)C3CCCCC3)ccc2O[C@@H](C)CCCCO[C@H]1CN(C)S(C)(=O)=O	0	-1.3	nt	0	0[16.7 µM]	nt	1
Cc1ccsc1C1C(C(=O)O)c2ccccc2C(=O)N1C (centres undefined)	0	nt	-2	nt	-5	nt	nt
COc1ccc(CN(C(=O)c2snc(C(N)=O)c2N)C(C)C(=O)NCc2ccc(F)cc2)cc1 (centres undefined)	5	-0.2	-3	4	nt	6	1
COc1ccc(OC)c(NC(=O)CN2CCC(NC(=O)c3ccccc3C)CC2)c1	-14	1.8	-13	-2	-2	-2	12
Cc1ccc(S(=O)(=O)N2CCN(C(=O)c3cccs3)CC2)cc1C	15	-0.3	-6	3	1	13	2
CC(=O)c1ccc2c(c1)CC(C)C(=O)N2C (centres undefined)	1	nt	3	6	-3	-13	1
CCOC(=O)c1nn(-c2ccccc2)c(=O)c2c(N)scc12	-2	nt	-5	nt	-1	nt	nt
CC1OC(Oc2ccc3ccc(=O)oc3c2-c2c(O)ccc3cc(Oc4ccc5ccc(=O)oc5c4)c(=O)oc23)C(O)C(O)C1O (centres undefined)	13	1.1	-7	-9	-4	-4	-9
COc1cccc(NC(=O)c2ccc3c(c2)N(C)CCS3)c1	-96	2.5	1	-88	2	-1	-13
O=C(O)c1ccc(N/N=C/c2ccc(C(F)(F)F)cc2)cc1	59	-3.8	0	?	5	4	-17
O=c1cc(-c2ccccc2Cl)oc2c([N+](=O)[O-])c(O)cc(O)c12	-100	-1.2	-15	-13	1	-6	-23
COC(=O)[C@H]1[C@H](CO)[C@H]2Cn3c(ccc(-c4ccncc4)c3=O)[C@H]2N1Cc1ccccc1F	16	4.1	-3	6	5[16.7 µM]	-16	-1
COc1cccc(/C=N/NC(=O)CCn2cnc3ccccc32)c1	-2	-1.3	-3	-4	nt	1	9
Cc1ccc(N2CC(C(=O)N3CCC(C(=O)Nc4nnc(C(C)C)s4)CC3)CC2=O)cc1 (centres undefined)	-15	-1.5	0	1	nt	-5	-5
CC1CC(C)CN(C(=O)CN2C(=O)NC3(CCCCCCC3)C2=O)C1 (centres undefined)	0	-1.1	0	-3	2	-8	11
COC(=O)C[C@@H]1CC[C@@H]2[C@H](COc3ccc(NC(=O)c4cc(F)cc(F)c4)cc3C(=O)N2C)O1	-17	1.3	3	61*	-33[16.7 µM]	3	1
C[C@]12c3[nH]c4ccc(Cl)cc4c3CCN1C(=O)[C@@H](CC(=O)NCCc1ccccn1)C[C@@H]2C(=O)N1CCOCC1	6	0.2	2	-7	-4	-4	-14
C[C@H]1CN([C@@H](C)CO)C(=O)c2cccc(NC(=O)NC3CCCCC3)c2O[C@@H]1CN(C)C(=O)Nc1ccc(F)cc1	-2	1.6	nt	-18	-9[16.7 µM]	5	-10
Cc1ccc(S(=O)(=O)N(C)C)cc1-n1c(SCC(=O)N(C)C)nc2ccccc2c1=O	8	1.2	2	-13	-1	6	20
CCOC(=O)N1CCc2c(sc(NC(=O)C3=COCCO3)c2C(N)=O)C1	-13	-0.5	10	-37	2	0	0
O=C(C[C@@H]1C=C[C@H](NC(=O)c2ccccc2)[C@@H](CO)O1)NCc1ccncn1	7	-2.2	nt	6	nt	-2	7
CC(C)(C)OC(=O)NCCCCCc1nnc(SCc2c(F)cccc2Cl)o1	-1	-1.5	-8	6	-6	3	-43
COc1ccc(C#Cc2ccc3c(c2)O[C@@H](CN(C)C(=O)NC2CCCCC2)[C@@H](C)CN([C@H](C)CO)S3(=O)=O)cc1	nt	7.4	nt	3	9[16.7 µM]	-3	9
C[C@H]1CCCCO[C@H](CN(C)C(=O)c2ccccc2)[C@@H](C)CN([C@@H](C)CO)C(=O)c2cc(NS(=O)(=O)c3ccc(F)cc3)ccc2O1	28	0.8	nt	4	1[16.7 µM]	-7	-25
CC(C)NC(=O)N(C)C[C@@H]1Oc2cc(-c3ccncc3)ccc2S(=O)(=O)N([C@@H](C)CO)C[C@@H]1C	nt	1.0	2	-9	1[16.7 µM]	-13	7
CC(C)Oc1ccc(C(=O)Nc2ccc(N3CCCCC3)cc2)cc1	-9	nt	-7	-2	nt	-2	-1
C[C@H](NC(=O)C[C@@H]1CC[C@H](NC(=O)CN2CCOCC2)[C@@H](CO)O1)c1ccccc1	-21	2.2	3	-3	-10[16.7 µM]	5	-3
COc1ccc(S(=O)(=O)N2CCOCC2)cc1NC(=O)COc1ccccc1	-6	0.0	0	0	nt	7	44*
O=C(C[C@@H]1C=C[C@H](NS(=O)(=O)c2ccc(F)cc2)[C@H](CO)O1)NCc1ccccc1F	nt	1.3	nt	7	nt	-3	14
CN(C)S(=O)(=O)c1cc(NC(=O)COC(=O)CCc2ccccc2)ccc1Cl	-7	-1.6	-4	2	nt	3	-2
COc1ccc(-n2c(=O)c3c4c(sc3n3c(=S)[nH]nc23)CCCC4)cc1	-26	-1.6	-18	1	nt	4	-16
O=C(CSc1cn[nH]n1)Nc1ccccc1C(F)(F)F	19	-0.7	0	7	-6	-6	2
O=C1C(=O)N(Cc2cccnc2)C(c2ccccn2)/C1=C(/O)c1ccc(F)cc1 (centres undefined)	2	nt	3	nt	-2	nt	nt
CNC[C@H]1OCCCC[C@@H](C)Oc2ccc(NC(=O)c3ccncc3)cc2C(=O)N([C@H](C)CO)C[C@H]1C	-8	2.3	nt	0	14[16.7 µM]	-5	1
O=C(NCCS(=O)(=O)NC1CCCC1)c1ccccc1	nt	-0.9	1	1	-4	0	4
COc1ccc2c3c([nH]c2c1)[C@H](CO)N(C(=O)CN1CCOCC1)CC31CN(CC2CCCC2)C1	nt	1.8	nt	-8	nt	-5	-3
O=C(Cc1ccccc1)Nc1ccc(NC(=O)c2cccs2)cc1Cl	-2	nt	-2	-12	nt	-4	-4
O=C(NC1CCCCC1)C1CCC(=O)N(Cc2cccc(C(F)(F)F)c2)C1 (centres undefined)	25	-0.8	nt	nt	nt	-4	-10
CN1CCCN(C(=O)c2ccccc2Cl)CC1	-3	-4.1	-5	-4	nt	3	3
COc1ccc(/C=N/Nc2nnc(C)n2N)cc1OC(C)=O	-32	0.4	13	-9	0	16	-8
CCCC(=O)NC(c1ccc(C(C)C)cc1)c1ccc2cccnc2c1O (centres undefined)	95*	12*	-9	45	nt	-3	nt
C[C@@H]1CN([C@@H](C)CO)S(=O)(=O)c2ccc(Br)cc2O[C@H]1CN(C)S(C)(=O)=O	nt	-2.1	-4	0	-3[16.7 µM]	-7	11
O=C(N/N=C/c1ccc(-c2ccc([N+](=O)[O-])cc2)o1)c1cccnc1	1	-0.2	5	11	6	0	nt
COCc1cc(C)n(CC(=O)Nc2ccc(N3CCOCC3)c(Cl)c2)c(=O)c1C#N	-8	-0.5	2	-9	1	-1	8
COc1ccc(OCC(=O)N/N=C2\CCCCc3ccccc32)cc1	14	nt	-1	9	nt	2	2

Entries above containing a thiophene ring, fused or not:
SMILES	PAX8 reporter	F508del corr	FN deposition inh	EWS-Fli inh	miR-122 sensor	DENV2 CPE	INS-1E GSIS act
NC(=O)c1ncn([C@@H]2O[C@H](CNCc3cccc4c3sc3ccccc34)[C@@H](O)[C@H]2O)n1	-17	0.3	1	-1	-11	-1	6
CCCNC(=O)CSc1nc(-c2cccs2)cc(C(F)(F)F)n1	20	nt	-2	nt	2	nt	nt
Cc1ccsc1C1C(C(=O)O)c2ccccc2C(=O)N1C (centres undefined)	0	nt	-2	nt	-5	nt	nt
Cc1ccc(S(=O)(=O)N2CCN(C(=O)c3cccs3)CC2)cc1C	15	-0.3	-6	3	1	13	2
CCOC(=O)c1nn(-c2ccccc2)c(=O)c2c(N)scc12	-2	nt	-5	nt	-1	nt	nt
CCOC(=O)N1CCc2c(sc(NC(=O)C3=COCCO3)c2C(N)=O)C1	-13	-0.5	10	-37	2	0	0
COc1ccc(-n2c(=O)c3c4c(sc3n3c(=S)[nH]nc23)CCCC4)cc1	-26	-1.6	-18	1	nt	4	-16
O=C(Cc1ccccc1)Nc1ccc(NC(=O)c2cccs2)cc1Cl	-2	nt	-2	-12	nt	-4	-4
